# Compound activity as filed in PubChem BioAssay.
# NTR1 ag – agonists of NTR1, primary screen, imaging, U2OS cells, beta-arrestin-GFP, high content (AID 493036); actives 0.17% (n = 330,000); NTR1-U2OS beta-arrestin-GFP spot imaging, agonist mode; P30989; activation, % at 20 µM;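 active = activation at or above 40% of the spot to cytoplasm intensity ratio, with at least 20 cells analyzed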;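 note: 0% = DMSO without peptide and 100% = 100 nM NTR1 peptide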
# Target sequence (P30989 whole entry, looked up): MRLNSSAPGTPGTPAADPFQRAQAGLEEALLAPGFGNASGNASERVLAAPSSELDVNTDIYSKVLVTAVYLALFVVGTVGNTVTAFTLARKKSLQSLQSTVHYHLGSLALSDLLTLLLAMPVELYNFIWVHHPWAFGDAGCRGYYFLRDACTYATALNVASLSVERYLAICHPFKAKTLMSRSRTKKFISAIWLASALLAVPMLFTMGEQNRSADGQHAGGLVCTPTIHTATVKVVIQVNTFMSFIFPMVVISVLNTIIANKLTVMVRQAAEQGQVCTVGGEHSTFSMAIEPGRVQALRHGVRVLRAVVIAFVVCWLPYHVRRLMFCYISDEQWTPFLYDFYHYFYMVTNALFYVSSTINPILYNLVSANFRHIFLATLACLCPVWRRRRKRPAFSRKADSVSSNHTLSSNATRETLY
# NTR1 ag cell count 20 µM – second read-out of NTR1 ag, no call of its own (marks repeat the call); cell count; measured here: cell count, cytotoxicity flag
# Active calls of the source: *. These rows are one share of the data. The share of hits here may be higher or lower than overall.
# Below each SMILES: NTR1 ag | NTR1 ag cell count 20 µM
CCN(CC1COc2ccccc2O1)C(=O)c1ccc(Cl)c(S(=O)(=O)N2CC(C)OC(C)C2)c1 (stereo unspecified)
    1.1 | 57
C#CCOCCOCCOCCNc1nc(N2CCN(C(=O)[C@H](CCCCN)n3cc(CC(C)O)nn3)CC2)nc(N2CCN(C(=O)[C@H](CCCCN)n3cc(CC(C)O)nn3)CC2)n1 (stereo partly specified)
    -4.0 | 87
CC(OC(=O)c1ncc(Cl)c(Cl)c1Cl)C(=O)NC1CCCCC1C (stereo unspecified)
    9.1 | 60
O=C(COc1ccccc1)NCC(c1ccco1)N1CCN(c2ccccc2F)CC1 (stereo unspecified)
    6.0 | 62
COc1ccc(SC[C@H](C)CN2CC[C@H](C)CCC2=O)cc1
    2.3 | 51
CCOc1ccc2oc(C(=O)NCc3ccccc3CN3CCCC3)c(C)c2c1
    2.1 | 59
Cc1ccc(C(=O)OCC(=O)NCCNC(=O)COC(=O)c2ccc(C)o2)o1
    -0.1 | 55
Cc1cccc(NC(=O)C(=O)NCC2CCCN2S(=O)(=O)c2cccs2)c1C (stereo unspecified)
    0.7 | 47
CN(C)CCCNC(=O)C[C@H]1C[C@H](C(=O)N2CCOCC2)[C@@]2(CCC3CCCC3)c3[nH]c4cc(CCC(=O)N(C)C)ccc4c3CCN2C1=O
    1.5 | 69
Cc1onc(-c2ccccc2)c1C(=O)N(C)CC(=O)Nc1ccc(F)c(F)c1F
    1.0 | 60
Cc1cccc(C2=NN(c3ccccc3)[C@@H](C(=O)N3CCOC3=O)[C@@H]2C)c1
    7.7 | 64
Cc1ccc(C(=O)NCC(c2ccco2)N2CCc3ccccc3C2)cc1C (stereo unspecified)
    0.9 | 55
c1ccc(Oc2cccc(Oc3ccccc3)n2)cc1
    0.3 | 50
N#CCSc1ccc(S(=O)(=O)N2CCOCC2)cn1
    -0.8 | 44
CCN1C[C@@H]2[C@@H]3C(=O)N(C)C(=O)[C@@H]3[C@](C)(C(=O)OC)N2C1=NC
    0.6 | 65
COc1cccc(C(=O)NCC2CCCN2S(=O)(=O)c2cccs2)c1 (stereo unspecified)
    2.0 | 48
COc1cc(C(=O)NC2CCN(C)CC2)ccc1Nc1ncc2c(n1)N(C1CCC(O)CC1)CCC(=O)N2C (stereo unspecified)
    -0.4 | 71
CCN1CCN(C(=O)CN2C(=O)c3ccccc3S2(=O)=O)CC1
    0.5 | 62
CC(=O)Nc1cccc(NC(=O)CSc2ncc(C(=O)Nc3ccccc3)c(=O)n2C)c1
    3.6 | 60
O=C(COc1ccc2c(c1)CCC2)Nc1ccccn1
    -0.8 | 46
COc1cccc(NC(=O)CN(C)C(=O)C(CCSC)NC(=O)c2ccco2)c1 (stereo unspecified)
    -1.8 | 68
CC(=O)N1CCN(C(=O)c2ccc(S(=O)(=O)Nc3ccccc3C)cc2)CC1
    0.3 | 57
NC(=O)C1CCN(C(=O)c2cc3c(s2)CCCCC3)CC1
    -0.8 | 73
COc1ccccc1C(=O)NC(=O)COC(=O)CN1C(=O)NC(C)(C)C1=O
    1.6 | 46
O=C(CN1C(=O)NC2NC(=O)NC21)NC1CCCCC1 (stereo unspecified)
    3.1 | 59
CCN(C(=O)c1ccc(Br)o1)C1CCS(=O)(=O)C1 (stereo unspecified)
    -0.7 | 53
c1ccc2c3n(nc2c1)CCCCO3
    0.1 | 48
O=[N+]([O-])c1cc(Cl)c(Cl)c(Cl)c1Cl
    5.1 | 65
Cc1ccc(S(=O)(=O)N(C)C)cc1NC(=O)COC(=O)C1(c2ccccc2)CC1
    0.4 | 61
O=C1N[C@H](Cc2ccccc2)COC(=O)[C@H](Cc2ccc(F)cc2)C/C=C\C[C@H]1CC(=O)N(CCO)Cc1ccccc1
    6.2 | 50

# Taken from above:
# `CC(OC(=O)c1ncc(Cl)c(Cl)c1Cl)C(=O)NC1CCCCC1C` (stereo unspecified) @ NTR1 ag cell count 20 µM: 60
# `CC(=O)N1CCN(C(=O)c2ccc(S(=O)(=O)Nc3ccccc3C)cc2)CC1` @ NTR1 ag cell count 20 µM: 57
# `COc1cc(C(=O)NC2CCN(C)CC2)ccc1Nc1ncc2c(n1)N(C1CCC(O)CC1)CCC(=O)N2C` (stereo unspecified) @ NTR1 ag: -0.4
# `COc1cccc(NC(=O)CN(C)C(=O)C(CCSC)NC(=O)c2ccco2)c1` (stereo unspecified) @ NTR1 ag cell count 20 µM: 68

# Following part
# Below each SMILES: NTR1 ag | NTR1 ag cell count 20 µM
COc1ccc(NC(=O)CN(C)C(=O)c2cc(-c3ccc(C)o3)nc3ccccc23)cc1
    -0.1 | 52
CC(O)c1cccc(-c2ccc(CN3C[C@]4(CO)O[C@@H](CO)C[C@@H]4S3(=O)=O)cc2)c1 (stereo partly specified)
    -1.4 | 58
C=CCOC(Cn1ccnc1)c1ccc(Cl)cc1Cl (stereo unspecified)
    1.1 | 46
CN(C)N=Nc1nc[nH]c1C(N)=O
    0.6 | 55
O=C1N[C@@H](Cc2ccccc2)COC(=O)[C@@H](Cc2ccc(F)cc2)CC/C=C/C[C@@H]1CC(=O)N(CCO)Cc1ccccc1
    9.3 | 46
COc1ccccc1CNC(=O)COC(=O)c1ccccc1SCC(=O)N1CCCC1
    0.9 | 58
CCOc1ccc(OCCC(=O)NNC(=O)c2cc(C)oc2C)cc1
    1.1 | 66
CN(C)C(CNS(=O)(=O)c1ccc(Cl)cc1F)c1ccco1 (stereo unspecified)
    3.5 | 51
CCOc1ccc(OCCCC(=O)N(C)CC(=O)Nc2ccc(N3CCOCC3)cc2)cc1
    -0.6 | 63
O=[N+]([O-])c1ccccc1S(=O)(=O)Nc1cccc(-c2ccc3nncn3n2)c1
    -1.0 | 58
O=C(CSc1ccc(Br)cc1)NC1CCCCCC1
    -0.3 | 52
Nc1cc(Cl)ccc1C(=O)OCC(=O)N1CCCCCC1
    -1.4 | 71
O=C(c1cc(C2CC2)nn1-c1ccccc1)N1CCN(c2ccccc2O)CC1
    1.0 | 49
CC#CCOC(=O)c1c(C)nc2sc3c(c2c1N)CCC(O)C3 (stereo unspecified)
    3.3 | 60
O=C(OCc1cccc(C(F)(F)F)c1)c1cc([N+](=O)[O-])ccc1N1CCOCC1
    3.2 | 59
COc1ccc(S(=O)(=O)N2CCCCC2)cc1NC(=O)CN1C(=O)NC(C)(C2CC2)C1=O (stereo unspecified)
    1.8 | 74
CCOC(=O)c1ccccc1NC(=O)COC(=O)C1CC(=O)N(c2ccc3c(c2)OCCO3)C1 (stereo unspecified)
    0.5 | 66
C[C@H](CO)N1C[C@H](C)[C@@H](CN(C)S(=O)(=O)c2ccccc2)Oc2c(NS(=O)(=O)c3cccs3)cccc2C1=O
    -2.4 | 62
COC(=O)c1c(NC(=O)c2cccc(S(=O)(=O)N3CCN(C)CC3)c2)sc(C)c1C
    3.4 | 60
O=C(c1ccc(S(=O)(=O)Nc2ccccc2)cc1)N1CCCC1
    1.2 | 59
CC(C)NC(=O)Nc1cccc2c1O[C@H](CN(C)S(=O)(=O)c1cccs1)[C@@H](C)CN([C@H](C)CO)C2=O
    -1.6 | 51
CCN(C(=O)COC(=O)c1oc2ccc(OC)cc2c1C)C1CCCCC1
    5.0 | 73
CCCCC(=O)NC(c1ccc(Cl)cc1)c1ccc2cccnc2c1O (stereo unspecified)
    0.9 | 49
CCOC(=O)c1ccc(S(=O)(=O)N2CCN(CCc3ccncc3)CC2)cc1
    2.0 | 57
CC(=O)Nc1ccc(C)cc1
    0.6 | 51
CC(C)Cn1c(SCC(=O)N2CCOCC2)nc2ccccc2c1=O
    3.1 | 56
CSc1ccccc1NC(=O)CN(C)CC(=O)c1[nH]c(C)c(C(C)=O)c1C
    0.5 | 65
O=C(Nc1ncccc1O)c1cccc(S(=O)(=O)N2CCN(c3ccc(F)cc3)CC2)c1
    0.0 | 60
Cc1cccc(NC(=O)CSCC(=O)OCc2ccccn2)c1
    -0.5 | 79
O=S(=O)(c1cccc(-c2n[nH]c(=S)n2-c2cccc(C(F)(F)F)c2)c1)N1CCOCC1
    -0.3 | 50
COc1ccccc1NS(=O)(=O)c1ccc(C(=O)NCCCN2CCCC2=O)cc1
    -1.9 | 50
COc1ccc(NS(=O)(=O)c2cccc(C(=O)NNC(=O)c3ccccc3O)c2)cc1
    0.2 | 68
COC(=O)c1ccc2c(c1)sc(=NC(=O)CCS(=O)(=O)c1ccccc1)n2C
    1.1 | 47
C[n+]1c(-c2ccccc2)sc([S-])c1-c1ccccc1
    0.9 | 44
CC(C)n1cnc2c(NCc3ccccc3)cc(Cc3ccc(F)cc3)cc21
    9.5 | 60
COc1ccc(Cl)cc1NC(=O)CN(C)C(=O)c1ccc(COc2ccccc2)cc1
    7.1 | 74
Cc1ccc(S(=O)(=O)NCc2ccccc2)cc1C(=O)N(C)CC(=O)Nc1c(Cl)cccc1Cl
    1.4 | 70
CCOc1ccc(S(=O)(=O)Nc2cccc(C(=O)N(C)CC(=O)Nc3cccc(OC)c3)c2)cc1
    1.1 | 86
CC(C)Cc1nnc(NC(=O)CN2C(=O)C3CCCCC3C2=O)s1 (stereo unspecified)
    0.9 | 73
CCCCn1c(N)c(N(CCOC)C(=O)c2c(-c3ccccc3)noc2C)c(=O)[nH]c1=O
    1.8 | 56
COc1ccc(SCCN2CC[C@@H](C(C)(C)C)CCC2=O)cc1
    0.1 | 55
O=C(CS(=O)(=O)c1ccc(F)cc1)N1CCN(c2ccccc2)CC1
    -1.4 | 65
COC(=O)Nc1nc2ccc(SC(C)C)cc2[nH]1
    -2.9 | 46
CC(=O)c1ccc(S(=O)(=O)NC2CC(=O)N(c3ccc(C)c(C)c3)C2)cc1 (stereo unspecified)
    -0.1 | 58
CC(NC(=O)c1ccc(C(=O)c2ccccc2)cc1)c1ccc(S(N)(=O)=O)cc1 (stereo unspecified)
    -0.4 | 99
Cc1ccc(C)c(S(=O)(=O)N2CCC3(CC2)OCCN3S(=O)(=O)c2cccs2)c1
    0.0 | 72
C[C@H](CO)N1C[C@H](C)[C@@H](CN(C)C(=O)Nc2ccc3c(c2)OCO3)Oc2ccc(NC(=O)CCN3CCOCC3)cc2C1=O
    -0.7 | 64
O=C(Nc1ccc(C(=O)N2CCCC(CO)C2)cc1)c1ccc(Br)o1 (stereo unspecified)
    1.3 | 61
CC(C(=O)Nc1nccs1)N1C(=O)c2ccccc2S1(=O)=O (stereo unspecified)
    1.4 | 59
CCCCNc1c(-c2ccc(-c3ccc(OC)cc3)c(OC)c2)nc2ccccn12
    20 | 41
CC1(C2CC2)NC(=O)N(CC(=O)N2CCN(c3ccccc3)CC2)C1=O (stereo unspecified)
    -2.6 | 66
COc1ccc(CNC(=O)[C@]2(C)CCC[C@@]3(C)C4CC[C@@]5(C)C[C@]4(CCC32)CC5=O)cc1 (stereo partly specified)
    5.4 | 52
O=c1[nH]cc(S(=O)(=O)Nc2ccc3c(c2)OCO3)c(=O)[nH]1
    -0.6 | 54
N#Cc1ccccc1OCC(=O)NC1CCCCC1
    -0.6 | 57
Cc1ccc(NC(=O)CN2C(=O)NC(C)(C)C2=O)cc1S(=O)(=O)N1CCCCCC1
    -0.7 | 47
CCOC(=O)C1CCCN(C(=O)c2cc(CN3C(=O)c4ccccc4C3=O)ccc2OC)C1 (stereo unspecified)
    -1.0 | 70
O=[N+]([O-])c1ccc(C2=CSC3=NCCN23)cc1
    -0.5 | 45
COc1ccc(OC)c(C2C(C(=O)c3ccc(C)o3)=C(O)C(=O)N2CCCN2CCOCC2)c1 (stereo unspecified)
    -0.4 | 65
CC(Sc1nnc(-c2ccco2)n1C)C(=O)NC1CCCC1 (stereo unspecified)
    -0.2 | 53
CCCCCCCN1CCN=C1Nc1ccccc1
    -3.9 | 80

# Next section.
# Below each SMILES: NTR1 ag | NTR1 ag cell count 20 µM
O=C(c1cccc(S(=O)(=O)N2CCc3ccccc32)c1)N1CCN(CCO)CC1
    -0.6 | 51
COC(=O)c1ccccc1Oc1cc(C(F)(F)F)nc(-c2ccccn2)n1
    -0.6 | 36
COc1cccc(NC(=O)CN(C)C(=O)c2ccc(NC(=O)CC3SC(N4CCCCC4)=NC3=O)cc2)c1 (stereo unspecified)
    -0.5 | 63
COc1ccc(C(=O)NCCS(=O)(=O)NCc2ccc3c(c2)OCO3)cc1
    0.3 | 75
O=C(N[C@H]1C/C=C\C(c2ccc(F)cc2)N(Cc2ccccc2)C(=O)C1)OCC1c2ccccc2-c2ccccc21 (stereo partly specified)
    3.3 | 76
Cc1c(C=NNC(=O)c2ccc(Br)cc2)c2ccccn2c1C(=O)c1ccncc1
    6.9 | 60
COc1ccccc1NC(=O)COC(=O)C1=NN(c2ccccc2)C(=O)CC1
    -1.1 | 54
Cc1nnc(NC(=O)C2CC(=O)N(c3ccc4c(c3)OCCO4)C2)s1 (stereo unspecified)
    0.3 | 68
CCCCCCCC(=O)Nc1cc(C(=O)NCc2ccc(C)cc2)ccc1N1CCC2(CC1)CC(c1cccc(Br)c1)=NO2
    4.3 | 89
Cc1ccc(OCC(=O)Nc2c(C)nn(-c3ccccc3)c2C)c(Br)c1
    3.2 | 59
Cc1ccc(NC(=O)CN2CCCC2c2cccn2C)cc1C (stereo unspecified)
    -0.5 | 49
CSc1ncccc1C(=O)OCC(=O)Nc1nc(C)c(Cl)cc1Cl
    -0.8 | 67
O=C(Cn1nnc(-c2ccc(F)cc2)n1)Nc1cccc(S(=O)(=O)N2CCCC2)c1
    -1.7 | 64
CC1(c2ccccc2)NC(=O)N(CC(=O)Nc2cc(Cl)ccc2N2CCOCC2)C1=O (stereo unspecified)
    1.2 | 50
Cc1ccc(C)c(C(C)NC(=O)C2CC=CCC2C(=O)O)c1 (stereo unspecified)
    -1.6 | 50
CC(OC(=O)Cn1[nH]c(=O)c2ccccc2c1=O)C(=O)Nc1cccc(Cl)c1 (stereo unspecified)
    1.1 | 58

# Gathered by group, the entries above containing a nitro group on carbon
# Below each SMILES: NTR1 ag | NTR1 ag cell count 20 µM
O=[N+]([O-])c1cc(Cl)c(Cl)c(Cl)c1Cl
    5.1 | 65
O=[N+]([O-])c1ccccc1S(=O)(=O)Nc1cccc(-c2ccc3nncn3n2)c1
    -1.0 | 58
O=C(OCc1cccc(C(F)(F)F)c1)c1cc([N+](=O)[O-])ccc1N1CCOCC1
    3.2 | 59
O=[N+]([O-])c1ccc(C2=CSC3=NCCN23)cc1
    -0.5 | 45
